From PubChem BioAssay
USP1 inh – USP1/UAF1 (human) deubiquitinase inhibition; 0.23% of 390,000 active; AID 743255; recombinant USP1/UAF1, Ub-Rhodamine cleavage fluorescence; O94782; Potency, µM (top dose mostly 57.1 µM), for inactives: at the highest dose activity change, negative = inhibition, most hits filed as inhibitors; further: on the % scale 0 is the no-effect control and ±100 the full control effect; nearly all actives have a fitted effect of over 60% in size; inactives centre near -12
Target sequence (O94782 whole entry, looked up): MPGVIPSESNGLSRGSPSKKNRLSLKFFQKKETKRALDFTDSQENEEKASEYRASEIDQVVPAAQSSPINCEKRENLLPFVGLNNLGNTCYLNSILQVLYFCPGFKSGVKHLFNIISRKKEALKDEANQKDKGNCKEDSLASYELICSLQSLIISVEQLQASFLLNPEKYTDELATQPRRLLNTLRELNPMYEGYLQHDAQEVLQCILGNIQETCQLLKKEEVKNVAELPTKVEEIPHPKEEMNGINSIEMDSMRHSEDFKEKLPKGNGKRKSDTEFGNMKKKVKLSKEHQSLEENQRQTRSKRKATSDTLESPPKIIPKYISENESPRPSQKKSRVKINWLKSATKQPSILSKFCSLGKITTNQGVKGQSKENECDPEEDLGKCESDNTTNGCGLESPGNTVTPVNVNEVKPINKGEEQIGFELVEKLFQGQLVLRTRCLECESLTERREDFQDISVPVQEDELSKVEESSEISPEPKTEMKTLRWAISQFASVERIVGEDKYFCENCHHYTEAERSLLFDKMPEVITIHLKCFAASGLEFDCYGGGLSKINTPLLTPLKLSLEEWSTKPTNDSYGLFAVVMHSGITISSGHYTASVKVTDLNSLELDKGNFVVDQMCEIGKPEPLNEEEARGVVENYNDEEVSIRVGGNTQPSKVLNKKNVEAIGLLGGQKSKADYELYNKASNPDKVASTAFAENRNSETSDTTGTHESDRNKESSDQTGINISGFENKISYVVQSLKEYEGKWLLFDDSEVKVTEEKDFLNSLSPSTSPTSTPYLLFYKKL
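High-throughput fluorogenic screen: 1nM USP1/UAF1 complex, Ub-Rho substrate 150nM final, 50mM HEPES pH 7.8 with 0.5mM EDTA, 0.1 mg/ml BSA, 1mM TCEP and 0.01% Tween-20.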
RXFP1 agonist – agonists of human relaxin receptor RXFP1; Q9HBX9; HEK293T-RXFP1 cAMP TR-FRET, 30 min; response scale: percent of porcine relaxin response, buffer zero; Potency, µM (top dose mostly 57.5 µM), inactives show at the highest dose activation, actives largely listed as activators; 0.3% of 370,000 active; AID 2676; further: on the % scale 0 is the no-effect control and ±100 the full control effect; nearly all actives have a fitted effect of over 60% in size; many of its hits are not listed in these tables
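Agonist response is measured as cAMP accumulation in an RXFP1-transfected HEK293T line under PDE4 inhibition. Values are scaled between buffer-only and 29 nM porcine relaxin, and EC50s come from standard Hill equation fits.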
TrxR1 substrate – is turned over as a substrate by rat TrxR1; O89049; purified TrxR1 substrate turnover, NADPH consumption readout; Potency, µM (highest dose often 114 µM), inactives show top-dose activity change, negative = substrate turnover; 0.01% of 390,000 active; further: on the % scale 0 is the no-effect control and ±100 the full control effect; nearly all actives have a fitted effect of over 50% in size
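Rat TrxR1, dispensed at 90 nM, was prereduced with 400 uM NADPH (final) for 5 min at ~22 deg C, then incubated with compound 15 min before 400 uM selenite. A first-read NADPH fluorescence drop versus no-compound background flagged substrates.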
rTrxR1 inhibitor – rat TrxR1 inhibition | 1% of 390,000 active | recombinant rTrxR1, NADPH fluorescence consumption, selenite substrate | Potency, µM (highest dose often 114 µM), for inactives: at the highest dose activity change, negative = inhibition, usual class: inhibitors | O89049; further: on the % scale 0 is the no-effect control and ±100 the full control effect; nearly all actives have a fitted effect of over 65% in size
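Rat TrxR1 (90 nM in the dispensed reagent) was pre-reduced with 400 uM NADPH for 5 min at room temperature, then incubated with compound for 15 min. After 400 uM selenite was added, NADPH fluorescence (Ex 340/Em 450 nm) was followed for 8 min.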
Vif-APOBEC3G blk – blocks the Vif interaction with human APOBEC3G. HeLa A3G-eYFP + Vif (tagged APOBEC3G with the HIV-1 protein that degrades it), YFP fluorescence, overnight. Q9HC16. Potency, µM (titrated, usually from 46.1 µM), without a hit: at the top dose activity, negative = active, actives largely listed as inhibitors. AID 602310. 0.076% of 410,000 active;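 further: on the % scale 0 is the no-effect control and ±100 the full control effect; nearly all actives have a fitted effect of over 60% in size; hits raise eYFP signal because A3G escapes Vif-driven loss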
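Read-out is eYFP fluorescence (Ex 488/Em 500-530) from Vif-expressing HeLa A3G-eYFP cells; more signal means A3G escaped Vif-mediated degradation. Cells plated overnight, compound pinned in, incubated overnight at 37 deg C.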
mIDH1 inhibitor – human IDH1 R132H inhibition | O75874 | IDH1-R132H enzyme, NADPH consumption, diaphorase/resazurin fluorescence | Potency, µM (doses to about 76.6 µM), for the others: at the top dose activity change, negative = inhibition, hits mostly inhibitors | 0.093% of 390,000 active; further: on the % scale 0 is the no-effect control and ±100 the full control effect; nearly all actives have a fitted effect of over 65% in size
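IDH1-R132H (0.5 ug/mL) preincubated 30 min with compound, then NADPH (0.016 mM) and alpha-KG (2 mM) added; 80 min at RT, pH 7.5. Remaining NADPH coupled via diaphorase/resazurin to fluorescence (540/590 nm); concentration-response curves normalized to no-enzyme control.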
ALOX12 inh – inhibitors of human 12S-lipoxygenase ALOX12 | AID 1671190 | purified 12hLO, xylenol orange hydroperoxide absorbance | 1.1% of 580,000 active | P18054 | Potency, µM (series often up to 108 µM), for the others: top-dose activity change, negative = inhibition, most hits filed as inhibitors; further: on the % scale 0 is the no-effect control and ±100 the full control effect
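Purified human 12hLO (150 nM final) in 25 mM Hepes, 0.01% Triton X-100, pH 7.0 was preincubated 15 min at room temperature with compound. Then 40 uM arachidonic acid was added, 30 min. Hydroperoxide was read by Fe-XO absorbance ratio 573/405 nm.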
RGS4 inh – inhibitors of human regulator of G protein signaling 4; P49798; Transcreener GDP fluorescence polarization, RGS4-accelerated GTP hydrolysis; Potency, µM (highest dose often 114 µM), inactives show at the highest dose activity change, negative = inhibition, usual class: inhibitors; 0.039% of 390,000 active; AID 504845; further: on the % scale 0 is the no-effect control and ±100 the full control effect; nearly all actives have a fitted effect of over 75% in size; some results filed as inactive show a strong effect at the top dose
Target sequence (P49798 whole entry, looked up): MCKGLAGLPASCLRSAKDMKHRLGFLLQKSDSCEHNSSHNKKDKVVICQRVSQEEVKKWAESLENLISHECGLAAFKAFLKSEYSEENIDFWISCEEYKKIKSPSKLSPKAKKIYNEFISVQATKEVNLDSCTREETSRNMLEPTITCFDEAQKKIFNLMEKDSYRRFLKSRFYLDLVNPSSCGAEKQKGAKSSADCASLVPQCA
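MLSMR compounds (23 nl, pin-transferred) preincubated 10 min at room temperature with a 500nM (2x) first reagent, then RGS4 at 900nM (2x) plus Transcreener GDP mix added; fluorescence polarization (620/688 nm) read before and after 90 min at 30 °C.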
Vif-APOBEC3F blk – blocks the Vif interaction with APOBEC3F. HeLa A3F-eYFP + Vif (tagged APOBEC3F with the HIV-1 protein that degrades it), YFP fluorescence increase. Potency, µM (titrated, usually from 46.1 µM), inactives show at the highest dose activity, negative = active. 0.2% of 390,000 active. AID 602313; further: % of control where 0% means no effect; nearly all actives have a fitted effect of over 65% in size
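Fluorescence increase (Ex 488/Em 500-530) after overnight compound treatment at 37 deg C flags inhibition of Vif-driven A3F-eYFP loss in stable HeLa A3F-eYFP/Vif cells seeded overnight beforehand.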
An asterisk follows results filed as active; u = inconclusive; x = no result given; & = joins results of further samples; [ ] = dose if it differs, or a comment. The call rests on the fitted dose curve; in most records, active means well fitted curve in the direction sought with a large enough effect; inconclusive means small, poorly fitted or top-dose-only effect, or another doubt; inactive means no such curve, though single readings can be large; an effect the other way counts as inactive or inconclusive. Potency means the concentration at half of the fitted maximal effect. Only part of the results is shown; rates above refer to the full screens.

Compound	USP1 inh	RXFP1 agonist	TrxR1 substrate	rTrxR1 inhibitor	Vif-APOBEC3G blk	mIDH1 inhibitor	ALOX12 inh	RGS4 inh	Vif-APOBEC3F blk
COc1ccc(C(C)=O)cc1COC(=O)c1ccc2c(c1)OCCO2	-24%	14%	-4%	56µM*	-26%	0%	371%[activator]	-47%	-3%
CCCCNC(=O)c1sc2nc(C)cc(COC)c2c1-n1cccc1	-14%	0.8%	-15%	-19%	2%	0%	0%	-28%	6%
O=C(CSc1nc2nn(-c3ccccc3)c(=O)c-2c2n1CCCCC2)Nc1ccc(OC(F)F)cc1	-11%	x	-10%	20%[57.1 µM]	1%	2%	4%	-7%	-18%
COc1ccc(C)cc1S(=O)(=O)N1CCCC(C(=O)N2CCOCC2)C1 (stereo not given)	-16%	-0.8%	-1%	16%	1%	15%	15%	4%	-5%
O=C(CN1CCN(Cc2ccc(F)cc2)C1=O)NCc1ccccc1Cl	-7%	0.2%	0%	8%	5%	0%	-19%	14%	8%
COc1ccc(C)cc1S(=O)(=O)N(CC(=O)NCc1ccco1)c1ccc(C)cc1	-16%	-2.4%	-5%	1%	1%	5%	60%[activator]	1%	-2%
FC(F)(F)c1cccc(-c2nnc3ccc(C(F)(F)F)cn23)c1	6%	6.7%	-5%	2%	5%	3%	0%	12%	-9%
Cc1ccc(/C=N/n2c(COc3ccccc3)n[nH]c2=S)o1	-5%	1.6%	-7%	u	1%	4%	u	-17%	7%
O=C(O)CC1C(=O)NCCN1C/C=C/c1ccccc1 (stereo not given)	-21%	-0.5%	5%	u	-1%	12%	-16%[57.4 µM]	-12%	4%
COC(=O)CC1c2ccccc2S(=O)(=O)N1Cc1ccccc1 (stereo not given)	-16%	-2.6%	-2%	-16%	2%&-2%	4%	14%	22%&11%	-1%
COc1cc(SC)ccc1C(=O)OCC(=O)N1CC(=O)Nc2ccccc21	0%	x	12%[57.1 µM]	15%	-3%	1%	-10%	14%	-17%
COC(=O)Cc1csc(Nc2c(C)n(C)n(-c3ccccc3)c2=O)n1	-12%	-0.1%	3%[57.1 µM]	2%[57.1 µM]	2%	-3%	1%	-13%	-17%
CCOc1cccc(C(=O)N(Cc2ccc(C(C)C)cc2)C2CCS(=O)(=O)C2)c1 (stereo not given)	-1%	0.2%	-4%	2%	-6%	-1%	-25%	2%	2%
COC(=O)c1c(NC(=O)c2ccc(C(=O)c3ccccc3)cc2)sc2c1CC(C)(C)NC2(C)C	-13%	x	x	x	1%	-2%	-1%	x	-2%
Cn1cccc1C(=O)OCc1nc2ccccc2c(=O)[nH]1	-15%	x	4%	-1%	-16%	3%	-17%	-29%	3%
CC[N+](CC)(CCCCS(=O)(=O)[O-])CCNP1(=O)C=C(c2ccccc2)OC(c2ccccc2)=C1	-8%	16µM*	3%	19%	1%	1%	-2%	-9%	-3%
CC(=O)N1CCc2cc(CNC(=O)Nc3cc(Cl)ccc3C)ccc21	u	2.2%	0%[57.1 µM]	17%[57.1 µM]	4%	27%	u	u	-3%
Cc1nc([N+](=O)[O-])c(C(=O)OCc2ccccc2)n1C	-6%	-0.4%	-1%	23%	-6%	13%	30%[activator]	17%	3%
COc1cccc(N2CCN(C(=O)c3ccc4c(Cl)c5c(nc4c3)CCCC5)CC2)c1	-26%	1.3%	-2%	6%	2%	-5%	u	-8%	5%
COc1ccc(OC)c(NC(=O)c2ccc(CN3CCOCC3)cc2)c1	-19%	1.8%	-5%	5%	4%	-3%	-8%	1%	3%

Records listed so far printed as active in rTrxR1 inhibitor.
| canonical_smiles | USP1 inh | RXFP1 agonist | TrxR1 substrate | rTrxR1 inhibitor | Vif-APOBEC3G blk | ALOX12 inh | RGS4 inh |
| --- | --- | --- | --- | --- | --- | --- | --- |
| COc1ccc(C(C)=O)cc1COC(=O)c1ccc2c(c1)OCCO2 | -24% | 14% | -4% | 56µM* | -26% | 371%[activator] | -47% |

For reference, some entries already given.
Compound	USP1 inh	RXFP1 agonist	TrxR1 substrate	rTrxR1 inhibitor	Vif-APOBEC3G blk	mIDH1 inhibitor	ALOX12 inh	RGS4 inh	Vif-APOBEC3F blk
O=C(CSc1nc2nn(-c3ccccc3)c(=O)c-2c2n1CCCCC2)Nc1ccc(OC(F)F)cc1	-11%	x	-10%	20%[57.1 µM]	1%	2%	4%	-7%	-18%
COc1ccc(C)cc1S(=O)(=O)N1CCCC(C(=O)N2CCOCC2)C1 (stereo not given)	-16%	-0.8%	-1%	16%	1%	15%	15%	4%	-5%
O=C(CN1CCN(Cc2ccc(F)cc2)C1=O)NCc1ccccc1Cl	-7%	0.2%	0%	8%	5%	0%	-19%	14%	8%
COc1ccc(C)cc1S(=O)(=O)N(CC(=O)NCc1ccco1)c1ccc(C)cc1	-16%	-2.4%	-5%	1%	1%	5%	60%[activator]	1%	-2%
FC(F)(F)c1cccc(-c2nnc3ccc(C(F)(F)F)cn23)c1	6%	6.7%	-5%	2%	5%	3%	0%	12%	-9%
Cc1ccc(/C=N/n2c(COc3ccccc3)n[nH]c2=S)o1	-5%	1.6%	-7%	u	1%	4%	u	-17%	7%
O=C(O)CC1C(=O)NCCN1C/C=C/c1ccccc1 (stereo not given)	-21%	-0.5%	5%	u	-1%	12%	-16%[57.4 µM]	-12%	4%
COC(=O)CC1c2ccccc2S(=O)(=O)N1Cc1ccccc1 (stereo not given)	-16%	-2.6%	-2%	-16%	2%&-2%	4%	14%	22%&11%	-1%
COc1cc(SC)ccc1C(=O)OCC(=O)N1CC(=O)Nc2ccccc21	0%	x	12%[57.1 µM]	15%	-3%	1%	-10%	14%	-17%
COC(=O)Cc1csc(Nc2c(C)n(C)n(-c3ccccc3)c2=O)n1	-12%	-0.1%	3%[57.1 µM]	2%[57.1 µM]	2%	-3%	1%	-13%	-17%
CCOc1cccc(C(=O)N(Cc2ccc(C(C)C)cc2)C2CCS(=O)(=O)C2)c1 (stereo not given)	-1%	0.2%	-4%	2%	-6%	-1%	-25%	2%	2%
COC(=O)c1c(NC(=O)c2ccc(C(=O)c3ccccc3)cc2)sc2c1CC(C)(C)NC2(C)C	-13%	x	x	x	1%	-2%	-1%	x	-2%

New compounds follow:
Compound	USP1 inh	RXFP1 agonist	TrxR1 substrate	rTrxR1 inhibitor	Vif-APOBEC3G blk	mIDH1 inhibitor	ALOX12 inh	RGS4 inh	Vif-APOBEC3F blk
C(=C\c1ccccc1)/C=N/N1CCN(Cc2ccccc2)CC1	-8%	0.4%	-20%[11.4 µM]	28%[11.4 µM]	0%	11%	3%	-36%	4%
O=C(O)c1ccc(NC(C(=O)c2ccccc2)c2ccccc2)cc1 (stereo not given)	-10%	x	0%	25%	3%	-4%	-21%	11%	0%
O=C(NCCN1CCOCC1)c1cccc(S(=O)(=O)N(Cc2ccccc2)c2ccccc2)c1	-8%	0.4%	0%	10%	-2%	-1%	1%	-23%	-2%
CCc1nnc(NC(=O)CSc2nccn2-c2cc(C)cc(C)c2)s1	3%	-0.6%	5%[57.1 µM]	20%[57.1 µM]	u	-2%	u	1%	-11%
O=S(=O)(NCC(c1ccco1)N1CCN(c2ccccc2)CC1)c1ccc(F)cc1 (stereo not given)	-8%	-1.3%	-2%	-3%	2%	8%	11%	-23%	1%
COc1ccc(CCN=C(N)NS(=O)(=O)c2ccc(OC)c(OC)c2)cc1OC	-6%	0.4%	-4%	-7%	-4%	0%	-12%	14%	6%
COc1ccc(NCc2nnc(SCC(=O)N3CCCc4ccccc43)o2)cc1	-24%	0.9%	3%	-5%	-4%	12%	4%	-36%	-7%
CCOCCCNS(=O)(=O)c1ccc2c(c1)CCN2C(C)=O	-4%	3.5%	-6%	-10%	3%	3%	-6%	0%	0%
CC1=CC(C)(C)N2C(=O)C3(C(C#N)=C(N)Oc4cc(O)ccc43)c3cccc1c32 (stereo not given)	u	-0.3%	-13%	-3%	-3%	u	u	18%	0%
CCc1c(C(=O)N/N=C/c2ccc(C)o2)csc1C	-9%	-0.6%	-6%	-7%	-1%	3%	0%	-24%	-2%
CCN(CC)CCCN1C=C2C(=O)C(C)(OC(=O)C3CCCC3)C(=O)C(c3ccccc3)=C2C=C1CCCC(=O)OC (stereo not given)	u	-0.8%	-8%	1%	1%	-18%	-22%	7%	4%
Cc1onc(-c2c(F)cccc2Cl)c1-c1nnc(-c2ccc(C(F)(F)F)cc2)o1	-14%	4.0%	6%[57.1 µM]	20%[57.1 µM]	1%	5%	342%[activator]	-10%	-2%
N#Cc1ccc(NC(=O)CN2C(=O)NC3(CCCC3)C2=O)cc1	u	4.1%	-3%	3%[0.457 µM]	1%	-7%	-15%	4%	3%
COc1cc(-c2nc(CN3CCN(c4ncccn4)CC3)c(C)o2)ccc1F	-17%	2.4%	7%	19%[57.1 µM]	0%	1%	u	-10%	3%
